PhoP inhibition – PhoP-dependent GFP reporter repression – Salmonella Typhimurium, primary screen (AID 1863). S. Typhimurium PhoP-regulated promoter GFP reporter, 4 h; higher % means a stronger effect. one-dose inhibition, % at 50 µM; IC50 in µM for titrated hits. hit rate 0.16% among 300,000;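 active = inhibition over 29.93%, a cutoff 3 SD above the screen mean, later confirmed by dose response; inconclusive = inhibition over 29.93% but no dose response follow-up; inactive = inhibition at most 29.93% or unconfirmed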;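 note: 0% = low Mg2+ inducing control and 100% = high Mg2+ repressing control; strong numbers were not always called active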
KOR beta-arrestin-1 – kappa opioid receptor activators – cell-based, luminescence, uHTS, primary screen (AID 1777) | KOR beta-arrestin recruitment, luminescence; higher % means a stronger effect | one-dose activation, % at 10 µM; EC50 in µM for titrated hits | hit rate 0.02% among 280,000; in the data active = activation above about 50%, passing the limit was not always enough; note: a part of the inactive calls stands beside numbers as strong as those of hits
NTR1 ag – agonists of NTR1, primary screen, imaging, U2OS cells, beta-arrestin-GFP, high content (AID 493036). activation, % at 20 µM. P30989. hit rate 0.17% among 330,000. NTR1-U2OS beta-arrestin-GFP spot imaging, agonist mode;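 active = activation at or above 40% of the spot to cytoplasm intensity ratio, with at least 20 cells analyzed; inconclusive = wells under 20 cells, flagged as cytotoxic or low count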;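 note: 0% = DMSO without peptide and 100% = 100 nM NTR1 peptide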
Target sequence (P30989 whole entry, looked up): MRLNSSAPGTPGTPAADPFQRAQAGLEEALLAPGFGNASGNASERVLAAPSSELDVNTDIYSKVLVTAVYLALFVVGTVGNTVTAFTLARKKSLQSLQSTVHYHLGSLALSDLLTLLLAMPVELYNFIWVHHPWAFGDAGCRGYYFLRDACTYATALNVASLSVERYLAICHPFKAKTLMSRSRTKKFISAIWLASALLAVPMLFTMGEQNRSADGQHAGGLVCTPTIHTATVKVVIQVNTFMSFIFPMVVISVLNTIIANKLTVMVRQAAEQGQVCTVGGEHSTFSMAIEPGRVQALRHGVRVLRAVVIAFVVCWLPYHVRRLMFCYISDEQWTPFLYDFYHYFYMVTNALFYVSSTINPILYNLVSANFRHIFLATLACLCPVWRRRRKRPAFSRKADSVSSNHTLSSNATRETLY
KOR beta-arrestin-2 – kappa opioid receptor blockers – cell-based, luminescence, uHTS (AID 1778). KOR beta-arrestin recruitment, luminescence, antagonist mode; higher % means a stronger effect. inhibition, % at 10 µM; hits with a dose series show IC50 in µM. hit rate 0.091% among 290,000; in the data active = inhibition above about 50%; note: strong numbers were not always called active
West Nile antiviral – West Nile virus antiviral activity, cell-based, CPE readout (AID 1621) | West Nile virus-infected cells, CPE inhibition; higher % means a stronger effect | CPE inhibition, % at 10 µM; hits with a dose series show IC50 in µM | hit rate 0.02% among 290,000; in the data active = a potency from the dose series; inconclusive = CPE inhibition mostly from about 3.7% at the one dose, without a potency; inactive = the rest, 99 in 100 with CPE inhibition below about 2.2%; note: strong numbers were not always called active
T cell modulator – T cell immune modulation candidate; hit rate 0.068% among 330,000; 2C CD8+ T cell-vesicle binding, flow cytometry; hits give low values; AID 2052; calls only at 7 µM;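 active = response, share of CD8 T cells binding vesicles, and their 90th percentile fluorescence all below set limits, cut at about 80% in these data, passing the limit was not always enough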
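material = purified 2C TCR transgenic mouse naive CD8+ T cells | controls = Unloaded micro-vesicles (low), QL9 vesicles with 0.7% DMSO (high) | detection = cytometric PE anti-B7-1 and Alexa647 anti-CD8 signals after 1% paraformaldehyde fixation | incubation = binding step 1.5 h, 37 °C, antibody labelling 20 min, ice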
GPR35 arrestin U2OS – GPR35 antagonists blocking zaprinast-driven arrestin recruitment, primary screen, imaging, U2OS, beta-arrestin-GFP, zaprinast agonist (AID 2058); U2OS GPR35 beta-arrestin-GFP translocation imaging, zaprinast antagonism; higher % means a stronger effect; one-dose inhibition, % at 10 µM; IC50 in µM for titrated hits; hit rate 0.052% among 290,000;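 active = inhibition of at least 50% with at least 30 cells and total cytoplasm GFP at most 10,000,000; inconclusive = under 30 cells or total GFP of 10,000,000 plus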
GPR55 LPI antagonism – GPR55 antagonists blocking LPI-driven arrestin recruitment, primary screen, imaging, U2OS, beta-arrestin-GFP, LPI agonist (AID 2013); hit rate 0.13% among 290,000; one-dose inhibition, % at 10 µM; IC50 in µM for titrated hits; U2OS GPR55 beta-arrestin-GFP translocation imaging, LPI antagonism; higher % means a stronger effect;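 active = spots per cell inhibited over 60%, with over 100 cells counted and total cytoplasm intensity under 500,000; inconclusive = wells with under 100 cells, flagged as likely toxic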;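 note: U2OS cells stably carrying GPR55 and arrestin-GFP stimulated by 5 µM LPI near EC80; imaged beta-arrestin-GFP aggregate spots per cell after agonist stimulation; plate controls were LPI-stimulated DMSO wells for no effect and DMSO wells without LPI for full effect; some results filed as inactive read as strong as hits; confirmed hits need IC50 under 10 µM and bright autofluorescent wells are also inconclusive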
GPR55 beta-arrestin – GPR55 agonists via beta-arrestin recruitment, primary screen, imaging, U2OS cells, beta-arrestin-GFP redistribution (AID 1961); U2OS GPR55 beta-arrestin-GFP redistribution imaging; higher % means a stronger effect; activation, % at 10 µM, or EC50 in µM where a hit was titrated; hit rate 0.048% among 290,000;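 active = activation above 40% with more than 50 cells counted in the well; inconclusive = wells holding fewer than 50 cells, flagged as toxic or sparse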;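 note: U2OS osteosarcoma cells stably expressing GPR55 and beta-arrestin-GFP; plate controls were DMSO negative control for no effect and LPI positive control for full effect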
T cell modulator vesicle-bound % – also measured in T cell modulator; calls as there; double positive events, %; measured here: CD8+ vesicle-bound cell fraction;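 binding gate set so that unloaded-vesicle control wells show 10% double positive cells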
NTR1 ag cell count 20 µM – further read-out of NTR1 ag, marked with its call; cell count; measured here: cell count, cytotoxicity flag
Active calls of the source: *; i = inactive; ? = inconclusive; / = not tested or not shown; [ ] = remark or other dose.

SMILES	PhoP inhibition	KOR beta-arrestin-1	NTR1 ag	NTR1 ag cell count 20 µM	KOR beta-arrestin-2	West Nile antiviral	T cell modulator	T cell modulator vesicle-bound %	GPR35 arrestin U2OS	GPR55 LPI antagonism	GPR55 beta-arrestin
COc1cc(/C=N/NC(=O)CCN2CCN(C(c3ccccc3)c3ccccc3)CC2)ccc1O	18%	-0.8%	0.2	99	8%	-0.1%	i	52	11%	13%	-0.2%
CCOc1cc(/C=N/NC(=O)C(N)=O)cc(Br)c1O	-3%	-2.8%	-0.6	102	-30%[20 µM]	2.2%	i	59	-4%	11%	0.2%
Clc1ccc(-c2ccc(C=Nc3ccc(N4CCOCC4)cc3)o2)cc1	-7%	0.4%	4.2	33	8%	0.1%	i	42	-3%	14%	-0.2%
CCc1ccc(OCC(=O)Nc2ccc(S(=O)(=O)Nc3ccccn3)cc2)cc1	-3%	-3.2%	2.1	41	-10%	1.1%	i	32	13%	-3%	-0.2%
C=CCNC(=O)c1sc(=S)n(-c2ccc(C(=O)OCC)cc2)c1N	-7%	1.4%	2.7	60	-14%	1.1%	i	37	7%	-14%	-0.2%
O=C(O)C1CCCC2CN3CCc4c([nH]c5ccccc45)C3C(O)C21 (stereo unspecified)	-10%	2.0%	-1.1	71	10%	-0.7%	i	57	-2%	-15%	-0.2%
Cc1cc(/C=N/NC(N)=O)c(C)c(CO)c1	2%	1.3%	-1.0	60	-23%	/	i	19	12%	-7%	-0.3%
COc1ccc(C(C)NCCC(c2ccc(OC(C)C)cc2)c2ccccc2OC)cc1 (stereo unspecified)	9%	-4.0%	68*	85*	-17%	-2.3%	i	7	-3%	35%	0.0%
Cc1cccc(NC(=O)NC(C)C(c2cccs2)N2CCOCC2)c1 (stereo unspecified)	5%	-3.3%	-0.3	91	-7%	?	i	35	-1%	-7%	-0.3%
O=C(CN1CCOCC1)Nc1ccccc1	-3%	-0.7%	-0.9	41	-9%	-0.2%	i	16	-1%	0%	-0.2%
COc1ccc(CN(C)Cc2cc(=O)n3ccsc3n2)c(OC)c1OC	11%	-9.6%	-0.6	57	10%	-0.4%	i	3	-6%	19%	0.1%
CC(CN1CCCCC1)OC(=O)c1ccc2c(c1)OCO2 (stereo unspecified)	-4%	-2.3%	0.6	41	-28%	0.1%	i	11	-1%	14%	0.7%
CC1(C)CCC(=O)N(c2ccc(OC(F)(F)F)cc2)C1=O	-10%	1.1%	0.2	87	19%	-0.3%	i	24	-1%	-13%	0.0%
CSCCC(NC(=O)c1ccccc1)C(=O)Nc1ccc(C)cc1 (stereo unspecified)	22%	1.5%	-0.8	74	14%	-0.4%	i	52	3%	-3%	-0.4%
CC(C)n1c(C(F)(F)F)nc2cc(C(=O)N3CCCCC3)ccc21	-8%	2.1%	0.3	55	10%	0.4%	i	22	11%	-4%	-0.2%
CCOC(=O)C1(Cc2cccc(OC)c2)CCN(Cc2cnc(SC)nc2)CC1	-7%	0.0%	1.8	39	-1%	-1.7%	i	65	8%	26%	0.1%
O=C(Nc1sc(-c2ccccc2)cc1C(=O)O)c1ccccc1	1%	3.6%	2.1	64	-50%	0.5%	i	40	10%	14%	0.3%
Cc1cccc(CC(=O)NCC2CCCCC2)c1	4%	1.0%	0.0	67	1%	-0.8%	i	65	-6%	-2%	0.4%
CC(C)(C)c1cc(CCC(=O)NCc2ccncc2)cc(C(C)(C)C)c1O	-2%	-0.1%	-1.0	44	14%	-0.8%	i	33	-2%	10%	0.3%
Cc1ccc(S(=O)(=O)NCC(=O)N(CC(=O)NC(C)(C)C)Cc2cccs2)cc1	2%	4.5%	0.4	66	-32%	-1.0%	i	31	2%	-8%	0.3%
CC(C)Oc1ccc(C(=O)NC(=S)Nc2ccc(CN3CCOCC3)cc2)cc1	-22%	1.2%	4.4	81	16%	-1.6%	i	20	-12%	-5%	-0.2%
Cc1ccccc1-c1nnc(-c2ccc(Cl)cc2)o1	28%	-2.4%	2.5	38	22%	0.1%	i	46	13%	6%	0.0%
Cn1cc(C(=O)NCc2cccs2)c(=O)c2cc(S(=O)(=O)N3CCCC3)ccc21	-15%	-0.7%	/	/	8%	2.1%	i	52	9%	-6%	0.1%
COc1ccc(S(=O)(=O)CCC(=O)NCCc2ccc(C)cc2)cc1	3%	1.1%	0.3	63	-25%	0.7%	i	39	2%	2%	0.5%
CN(CCCCOc1ccc(F)cc1)Cc1ccccc1	5%	-5.1%	0.8	62	-21%[20 µM]	-0.7%	i	29	-6%	-20%	-0.1%
O=C(CNC(=O)c1ccccc1)OCC(=O)N1N=C(c2ccc(Cl)cc2)CC1c1ccco1 (stereo unspecified)	-1%	-1.1%	4.1	87	3%	-1.8%	i	53	-9%	2%	0.1%
CCOc1ccccc1NC(=O)CN(C)S(=O)(=O)c1ccc(OC)c(C)c1	-9%	-2.5%	1.0	47	1%	-0.9%	i	35	-7%	5%	-0.2%
Cc1cc(N2CCC(N(C)C3CCCC3)CC2)nc2cc(O)ccc12	1%	-4.1%	0.5	63	-32%	1.1%	i	45	14%	-7%	-0.3%
COCc1cc(CN2CCCC(CNC(=O)c3ccc(F)cc3)C2)ccc1OC (stereo unspecified)	-5%	-3.1%	1.8	46	-2%	0.1%	i	57	-11%	29%	-0.3%
O=C(Cn1c(=O)c2c(ncn2Cc2ccccc2)n(Cc2ccccc2)c1=O)N1CCc2ccccc21	3%	1.0%	-0.3	45	-2%	-1.2%	i	16	2%	4%	-0.1%
CCCCn1c(N)c(N(CCOC)C(=O)CCNC(=O)c2ccccc2Cl)c(=O)[nH]c1=O	3%	7.1%	1.5	69	-15%	0.7%	i	60	3%	-8%	0.0%
CCOC(=O)C1CCCN(C(=S)NC2CCCC2)C1 (stereo unspecified)	16%	-4.0%	-1.4	92	11%[20 µM]	-0.1%	i	59	9%	-2%	0.2%
CC1CCN(Cc2ccc(-c3nn[nH]n3)cc2)CC1	-3%	-4.2%	0.5	45	18%	0.1%	i	43	-5%	-8%	-0.2%
CCN1C(=O)[C@H]2[C@@H](c3ccc(C)cc3)N3C(=O)N(c4cccc(C)c4)C(=O)[C@@]3(Cc3ccccc3)[C@H]2C1=O	8%	-4.3%	0.3	61	-18%[20 µM]	-0.1%	i	45	-4%	-16%	-0.1%
CC(C)(C)C(=O)NC1CC2CCCC(C1)N2C(=O)Nc1ccc(Cl)cc1 (stereo unspecified)	0%	3.0%	-0.3	52	-17%[20 µM]	-0.8%	i	16	-16%	8%	0.4%
Cc1nc2ccccn2c1C(=O)CSc1ccccc1Cl	-3%	3.1%	2.5	61	-39%	0.0%	i	35	-17%	-4%	0.0%
Cc1ccc(C)c(N2CCN(C(=O)CCCOc3cc(=O)n(C)c4ccccc34)CC2)c1	-6%	-3.2%	21	83	3%	-1.0%	i	20	-4%	0%	0.0%
Cc1cc(C)nc(NC(=O)c2cccc(Br)c2)n1	4%	-4.0%	0.4	63	10%	-0.7%	i	63	-12%	6%	-0.1%
CCCCCCCCC(=O)NC(NC(=S)N1CCOCC1)C(Cl)(Cl)Cl (stereo unspecified)	3%	-7.2%	1.4	42	-12%	-0.8%	i	45	-9%	9%	0.0%
CC(C)(C)c1ccc(C(=O)CSc2ncn[nH]2)cc1	7%	-1.8%	21	83	5%	1.0%	i	14	-14%	11%	0.5%
COc1ccc(-c2cc(O)cc(O)c2)cc1	2%	-5.6%	-1.8	65	18%	1.3%	i	46	-2%	18%	0.5%
CCN1CCN(CCc2nc3cc(NC(=O)COc4ccccc4)ccc3n2C)CC1	-2%	0.9%	-1.9	54	-17%	-0.2%	i	25	17%	-3%	-0.1%
Cc1noc(NC(=O)c2ccccc2Cl)c1C#N	-20%	-4.7%	-0.5	53	26%	0.4%	i	41	-1%	3%	0.0%
CCN(CC)S(=O)(=O)c1cccc(-c2nn(-c3ccccc3)cc2/C=C(\C#N)C(=O)NCc2ccco2)c1	-9%	3.2%	3.5	64	5%	-0.1%	i	15	-6%	6%	-0.3%
O=C(CSc1nc(COc2ccccc2)nc2ccccc12)NC1CCCC1	2%	/	1.8	48	-35%[20 µM]	-0.4%	i	64	4%	11%	0.5%
CCOc1ccc(NC(=O)C2CCCN(S(=O)(=O)c3c(C)nn(C)c3C)C2)cc1 (stereo unspecified)	3%	-0.5%	-2.5	54	6%	0.7%	i	27	17%	-8%	-0.1%
CN(C)C(CNC(=O)c1ccc2c(=O)n(-c3ccccc3F)c(=S)[nH]c2c1)Cc1ccccc1 (stereo unspecified)	1%	-4.2%	3.7	58	6%	-1.0%	i	26	5%	-14%	-0.4%
COc1cc2c(cc1OC)C(=O)CC(C)S2 (stereo unspecified)	4%	-1.8%	-0.2	46	-2%	1.4%	i	8	3%	-11%	0.0%
O=C(NNc1ccccc1)/C(=C\c1cccnc1)NC(=O)c1ccccc1	-9%	5.8%	0.4	55	10%	0.0%	i	39	-10%	4%	-0.1%
CCOc1ccc(NC(=S)N2CCN(CCN3C(=O)c4cccc5cccc(c45)C3=O)CC2)cc1	-11%	-5.2%	1.2	96	9%	-1.2%	i	44	0%	14%	-0.3%
CCOC(=O)C1=C(C)NC(c2cccs2)C(=O)N1 (stereo unspecified)	-6%	3.3%	1.0	77	-35%	0.3%	i	51	-4%	6%	-0.3%
CC(=O)Nc1ccc(Oc2cc(N)cc([N+](=O)[O-])c2)cc1	7%	-1.2%	-1.0	85	4%	0.8%	i	30	-4%	-3%	0.4%
CC1CC(C)CN(C(=O)COC(=O)c2cccc([N+](=O)[O-])c2)C1 (stereo unspecified)	-5%	-1.7%	-0.7	59	13%	0.9%	i	52	0%	12%	-0.6%
CCOc1ccccc1N(C)S(=O)(=O)c1ccc2c(c1)CCN2C(=O)CCC(=O)O	-6%	-0.8%	-1.1	70	12%	0.2%	i	58	-1%	1%	-0.1%
C=C1C2(C(=O)Nc3nccs3)CCC(C2)C1(C)C (stereo unspecified)	-1%	16%	1.4	66	-11%	0.1%	i	19	-16%	-5%	0.2%

Screening data: PubChem BioAssay, several laboratories
